PglD DTNB – PglD (C. jejuni) enzyme inhibition; purified PglD enzyme, DTNB colorimetric CoA detection; inhibition, % at 12.5 µM; hit rate 0.098% among 360,000; in the data active = inhibition above about 16%, passing the limit was not always enough; also: strong numbers were not always called active
ARNT TACC3 PPI – ARNT/TACC3 interaction disruption. AID 623870. inhibition, % at 9.99 µM. Q9Y6A5. hit rate 0.66% among 390,000. AlphaScreen His-ARNT PAS-B/GST-TACC3 binding, luminescence; TACC3 fragment carries E629A point mutation;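 active = mean inhibition of replicates at least 50% and at least half of replicates each reaching 50%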;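 also: 0% = complete ARNT plus TACC3 wells and 100% = ARNT alone without TACC3; many hits fall short of the cut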
RAD54 branch – blocks human RAD54 Holliday junction branch migration | FAM/BHQ fluorescence | inhibition, % at 10.4 µM | hit rate 0.14% among 360,000;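 active = mean normalized replicate activity at least 40 and at least half of replicates scoring 40 or more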;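 also: 0% = median of neutral control wells and 100% = median of positive control wells; inhibitors cause a drop in the FAM fluorescence signal; in these data hits start at about 50%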
RAD52 inh – blocks human RAD52 DNA annealing; hit rate 0.46% among 360,000; AID 651710; inhibition, % at 18.7 µM; P43351; recombinant RAD52 DNA annealing, FRET fluorescence;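 active = every replicate showing at least 50% inhibition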
Target sequence (P43351 whole entry, looked up): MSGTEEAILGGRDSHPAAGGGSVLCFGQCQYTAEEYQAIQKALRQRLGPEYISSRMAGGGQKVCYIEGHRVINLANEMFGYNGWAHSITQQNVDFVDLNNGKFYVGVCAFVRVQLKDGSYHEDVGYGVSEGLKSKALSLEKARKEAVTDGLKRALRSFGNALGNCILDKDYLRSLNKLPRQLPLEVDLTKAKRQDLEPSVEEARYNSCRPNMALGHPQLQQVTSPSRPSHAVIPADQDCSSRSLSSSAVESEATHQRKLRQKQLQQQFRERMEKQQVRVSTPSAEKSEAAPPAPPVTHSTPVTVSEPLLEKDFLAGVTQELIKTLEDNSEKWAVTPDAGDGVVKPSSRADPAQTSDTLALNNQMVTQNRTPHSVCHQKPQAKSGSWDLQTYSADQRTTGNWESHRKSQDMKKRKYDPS
esBAF inh – inhibitors of esBAF chromatin remodeling in mouse ES cells; Bmi1-luciferase knock-in reporter, 24 h; 100% = twice the neutral-well signal; reporter increase, % at 12.5 µM; hit rate 2% among 350,000; in the data active = activation above about 40%;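 also: 0% = median of the plate's neutral control wells and 100% = double that signal; a rise in the Bmi1 reporter signal indicates esBAF inhibition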
ERp5 inh – inhibitors of human ERp5; Q15084; ERp5 insulin aggregation, absorbance 650 nm, 90 min; inhibition, % at 9.99 µM; hit rate 0.05% among 350,000; AID 651711;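 active = mean replicate inhibition above about 25%, with every replicate also reaching it, limit read from the data, passing the limit was not always enough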
Casp6 inh – blocks human caspase-6 cleavage activity; P55212; purified caspase-6, Z-VEID-R110 cleavage fluorescence; inhibition, % at 12.5 µM; hit rate 0.53% among 350,000; AID 686996;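 active = mean inhibition across replicates at least about 35%, with every replicate also reaching that limit, limit read from the data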;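 also: 0% = median of neutral control wells and 100% = no fluorescence left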
Target sequence (P55212 24-179 limits assumed): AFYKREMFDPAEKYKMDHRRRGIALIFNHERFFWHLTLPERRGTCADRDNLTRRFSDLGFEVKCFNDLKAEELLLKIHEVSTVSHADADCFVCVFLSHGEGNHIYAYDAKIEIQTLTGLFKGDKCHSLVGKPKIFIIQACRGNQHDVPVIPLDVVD
Target sequence (P55212 194-293 limits assumed): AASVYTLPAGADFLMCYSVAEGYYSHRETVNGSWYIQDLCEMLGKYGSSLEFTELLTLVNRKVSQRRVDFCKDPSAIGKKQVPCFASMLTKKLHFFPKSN
E-selectin induc – induces E-selectin expression in human endothelial cells; activation, % at 7.58 µM; P16581; hit rate 0.37% among 260,000; HUVEC E-selectin immunofluorescence imaging; normalized: neutral wells 0, TNF-alpha wells 100;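 active = mean E-selectin-positive cell signal at least 10% of the positive control, reached in at least 60% of replicates, without over 20% cell loss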;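 also: in these data hits start at about 27%; measured in HUVEC primary endothelial cells; signal is the percent of cells scored E-selectin positive by PE staining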
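assay system = HUVEC, human umbilical vein endothelial cells | input = 3,000 HUVEC seeded per well | medium = EGM-2 growth medium on 0.1% gelatin-coated wells | dosing = one compound dose added by pin transfer | signal = immunofluorescence imaging | read-out basis = % PE-positive cells | control set = TNF-alpha, DMSO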
* marks the source's active call; other numbers are inactive results; · = not tested or not shown. Random draw from the library, and some 3.2% of all compounds hit somewhere here.

item | Structure | PglD DTNB | ARNT TACC3 PPI | RAD54 branch | RAD52 inh
1 | CC(Nc1nc(-c2ccc(F)cc2)cs1)c1nc2cc(Cl)c(N3CCCCC3)cc2n1CCOCCO (stereo not given) | -1 | -1 | -9 | -36
2 | CCC(C)c1ccc(O)c(N)c1 (stereo not given) | 1 | 1 | 6 | ·
3 | CNC[C@@H]1Oc2ncc(-c3ccc(C)cc3)cc2C(=O)N([C@@H](C)CO)C[C@@H]1C | -3 | 12 | 3 | 18
4 | O=C(Cc1ccncc1)NCC[C@H]1CC[C@@H](NC(=O)Nc2ccc(F)cc2)[C@@H](CO)O1 | -4 | · | 3 | -15
5 | COCC#Cc1ccc2c(c1)O[C@H](CN(C)C(=O)C1CC1)[C@@H](C)CN([C@H](C)CO)S2(=O)=O | -1 | -6 | 1 | -3
6 | COc1ccccc1CC(=O)NNS(=O)(=O)c1ccc([N+](=O)[O-])cc1 | -2 | -13 | 4 | -13
7 | CCCCN1C(=S)NC[C@@H]1Cc1cccc2ccccc12 | 6 | 1 | 11 | 0
8 | CC(C)c1ccc(CC(=O)N2CCC2(C)C(=O)NS(=O)(=O)c2cccc(OC(F)F)c2)cc1 (stereo not given) | 0 | · | -8 | -31
9 | COc1ccc(N(CC(=O)NCCSc2ccccn2)S(C)(=O)=O)cc1 | -4 | -4 | 4 | -1
10 | O=C(/C=C/c1ccc(Cl)cc1)Nc1ccc(N2CCCCC2)cc1 | 0 | 3 | -12 | ·
11 | CO[C@H](CN(C)S(=O)(=O)c1ccccc1)[C@@H](C)CN(Cc1ccccc1Cl)[C@H](C)CO | 4 | 0 | -7 | 8
12 | COC(=O)CCC(=O)Nc1nc(-c2ccccc2)cs1 | -2 | -1 | -8 | -13

item | esBAF inh | ERp5 inh | Casp6 inh | E-selectin induc
1 | 18 | 0 | -2 | -0.2
2 | 4 | · | · | ·
3 | -3 | 4 | -4 | 0.6
4 | 3 | -1 | 0 | -0.2
5 | · | -5 | 4 | 0.3
6 | 1 | -6 | 0 | -0.5
7 | 59* | -2 | -2 | 0.4
8 | -6 | 0 | 3 | -0.6
9 | -2 | 0 | -3 | ·
10 | -6 | · | · | ·
11 | 2 | 0 | 2 | 0.1
12 | 1 | 5 | -1 | 0.3

Continued.
item | Structure | PglD DTNB | ARNT TACC3 PPI | RAD54 branch | RAD52 inh
13 | NC(=O)CN1CCOCCOCCN(CC(N)=O)CCOCC1 | 3 | -36 | -2 | ·
14 | C[C@@H]1CN([C@@H](C)CO)C(=O)c2cc(NS(=O)(=O)c3ccc(Cl)cc3)ccc2O[C@@H](C)CCCCO[C@@H]1CN(C)S(=O)(=O)c1ccc(Cl)cc1 | 0 | -9 | -30 | ·
15 | CN1c2ccc(-c3ccc(C#N)cc3)cc2[C@@H]2[C@@H](CCN2C(=O)C2CCCCC2)[C@H]1CO | -1 | -6 | -1 | -32
16 | CC(=O)c1cccc(S(=O)(=O)NCCC(=O)NC2CCCCCC2)c1 | 1 | · | 14 | 0
17 | C/C(=N/NS(=O)(=O)c1ccccc1)c1ccc(NC(=O)C(F)(F)F)cc1 | · | 0 | · | -14
18 | Cc1cc(/C=C2/SC(=O)N(CC(=O)N3CCCC3)C2=O)c(C)n1C | 3 | -1 | 4 | -37
19 | COc1cc(CN2CCN(c3ccccc3F)CC2)cc(OC)c1O | -2 | 22 | -7 | ·
20 | C[C@@H](O)C#Cc1ccc2c(c1)O[C@@H](CN(C)C(=O)C1CCC1)[C@@H](C)CN([C@@H](C)CO)S2(=O)=O | 6 | -9 | -4 | 10
21 | Cc1ccccc1-c1cnc(C(O)c2ccc(Cl)cc2)[nH]1 (stereo not given) | 1 | · | -9 | 1
22 | Cc1noc(C)c1S(=O)(=O)Nc1ccc2c(c1)C(=O)N([C@H](C)CO)C[C@H](C)[C@H](CN(C)Cc1ccc(Cl)c(Cl)c1)OCCCC[C@@H](C)O2 | -4 | -7 | -7 | 4
23 | COC(=O)C1=C(C)N(Cc2cccc(C(F)(F)F)c2)C(=NCc2ccccc2C(F)(F)F)NC1c1cccc(F)c1 (stereo not given) | · | · | · | -58
24 | O=C(CCCCn1c(=O)c2ccccc2n(CC(=O)Nc2cccc(F)c2)c1=O)NCc1ccco1 | -6 | 1 | -12 | ·

item | esBAF inh | ERp5 inh | Casp6 inh | E-selectin induc
13 | -10 | · | · | ·
14 | -3 | · | · | -0.3
15 | -3 | 0 | -1 | 1.3
16 | 1 | -10 | -1 | -0.4
17 | · | 5 | 2 | 0.0
18 | 1 | 0 | 2 | ·
19 | -4 | · | · | ·
20 | -4 | 13 | -1 | 0.7
21 | 15 | 19 | 0 | -0.3
22 | -3 | -14 | 2 | -0.3
23 | · | -2 | 0 | -0.3
24 | 12 | · | · | ·

(further entries)
item | Structure | PglD DTNB | ARNT TACC3 PPI | RAD54 branch | RAD52 inh
25 | CNC(=O)C[C@H]1CC[C@H]2[C@@H](COc3ccc(NC(=O)C(C)C)cc3C(=O)N2C)O1 | 0 | -8 | -11 | ·
26 | CC(C)CN(CC(C)C)c1nc(N)c(C#N)c(CC#N)c1C#N | 17 | -11 | -18 | ·
27 | CCOC(=O)C1=C(COC(=O)CCNS(=O)(=O)c2ccc(NC(C)=O)cc2)NC(=O)NC1C (stereo not given) | 0 | -3 | 3 | 3
28 | C[C@@H]1CN([C@@H](C)CO)C(=O)c2cc(NS(=O)(=O)c3ccc(F)cc3)ccc2O[C@@H](C)CCCCO[C@H]1CN(C)C(=O)Nc1ccc(F)cc1 | 2 | 24 | 2 | ·
29 | O=C(COc1cccc2c1CCN(Cc1ccccc1)C2=O)N1CCCCC1 | · | -7 | · | -2
30 | COc1ccc2c3c(n(C)c2c1)[C@@H](CO)N(C(=O)c1ccc(F)cc1)CC31CN(C(=O)c2ccc(F)cc2)C1 | · | · | · | -1
31 | Cc1ccc(CNC(=O)CN(C(=O)C2(C)CC(=O)N=C3C=CC=CN32)c2cccc(C)c2C)cc1 (stereo not given) | 4 | · | 6 | -8
32 | COc1ccccc1NC(=O)CCC(=O)OCC(=O)c1ccc(C)c([N+](=O)[O-])c1 | 1 | -1 | 7 | -10
33 | CC(=O)Nc1ccccc1NC(=O)C(F)(F)F | 2 | -6 | 0 | ·
34 | CCn1cc(C(=O)O)c(=O)c2cc(F)c(N3CCN(C(=S)NC(=O)c4ccccc4C)CC3)cc21 | · | 10 | · | -7
35 | Cc1ccc(OCc2ccc(C(=O)NCC3CCCO3)cc2)cc1C (stereo not given) | 4 | -3 | 5 | -13
36 | COC(=O)[C@@H]1[C@@H](CO)[C@@H]2Cn3c(ccc(-c4cccc(F)c4)c3=O)[C@@H]2N1Cc1ccccn1 | 2 | -1 | -8 | -33

item | esBAF inh | ERp5 inh | Casp6 inh | E-selectin induc
25 | -1 | · | · | 0.0
26 | -5 | · | · | ·
27 | 1 | 1 | 1 | ·
28 | -8 | · | · | -0.1
29 | · | 5 | 0 | ·
30 | · | 1 | 2 | 0.2
31 | -1 | -1 | -2 | ·
32 | -3 | 2 | 0 | ·
33 | 0 | · | · | ·
34 | · | 1 | 2 | 2.0
35 | 37 | -5 | 3 | ·
36 | 1 | -4 | 7 | -1.1

(listing goes on)
item | Structure | PglD DTNB | ARNT TACC3 PPI | RAD54 branch | RAD52 inh
37 | CCn1cc(C(=O)NCC(OC)OC)c(=O)c2cc(S(=O)(=O)N3CCCC3)ccc21 | -9 | -6 | 5 | -10
38 | NC12CC3CC(C1)CC(O)(C3)C2 | 5 | -8 | 4 | ·
39 | N#CC(=C(O)COC(=O)c1ccc2c(c1)OCCO2)c1nc2ccccc2[nH]1 | · | 9 | · | -26
40 | COc1ccc(NC(=S)N/N=C/c2cccn2Cc2ccccc2F)cc1 | · | -3 | · | -30
41 | CS(=O)(=O)Nc1ccccc1-c1ccc2nccn2c1 | -5 | · | 5 | -8
42 | Cc1ccc(S(=O)(=O)N(Cc2cc3cccc(C)c3[nH]c2=O)c2ccccc2)cc1 | 7 | 0 | 0 | ·
43 | COc1cccc(-c2ccc([C@@H]3[C@@H](CO)N4CCCCN(C(=O)c5ccc(F)cc5)C[C@H]34)cc2)c1 | -1 | 0 | 1 | 3
44 | COc1ccc(C(=O)N2CCCCC2c2cc(C(=O)Nc3ccc(OC)cc3C)no2)cc1 (stereo not given) | -3 | · | 2 | -4
45 | COc1ccc(S(=O)(=O)N(C)C[C@@H]2OCCCC[C@H](C)Oc3ccc(N(C)C)cc3C(=O)N([C@@H](C)CO)C[C@H]2C)cc1 | 0 | 33 | -2 | 30
46 | Cn1cnc(S(=O)(=O)N2CC[C@@H]3[C@H]2c2cc(-c4ccccc4F)ccc2N[C@@H]3CO)c1 | -1 | 32 | -10 | ·
47 | CC1=C(C(=O)N(C)C)CC(CC(=O)NCc2cccs2)C(=O)N1Cc1ccccc1 (stereo not given) | 0 | · | -8 | 0
48 | CNC(=S)Nc1cccc(C(=O)OC)c1 | -2 | 4 | 4 | -4

item | esBAF inh | ERp5 inh | Casp6 inh | E-selectin induc
37 | -11 | 2 | 2 | -0.1
38 | -1 | · | · | ·
39 | · | 6 | -1 | -0.1
40 | · | 0 | 1 | 24
41 | 9 | 1 | 7 | 2.7
42 | · | · | · | 1.2
43 | 1 | 1 | -1 | -0.4
44 | -6 | -4 | -1 | 0.1
45 | -5 | 1 | 1 | 5.5
46 | 28 | · | · | 0.1
47 | -8 | -1 | 2 | ·
48 | · | · | 1 | ·

Next part
item | Structure | PglD DTNB | ARNT TACC3 PPI | RAD54 branch | RAD52 inh
49 | O=S(=O)(c1ccc(Br)s1)N1CCN(c2ncccn2)CC1 | 6 | -18 | -1 | -16
50 | COc1ccc(CNC(=O)CCn2cccc2)cc1 | -3 | 2 | 4 | ·
51 | CCCC(=O)Nc1ccc2c(c1)OC[C@@H](C)N(CC1CCOCC1)C[C@H](C)[C@@H](OC)CN(C)C2=O | -2 | -14 | -2 | 10
52 | CCCNC(=O)C[C@H]1CC[C@@H]2[C@H](COc3ccc(NC(=O)CCC)cc3C(=O)N2C)O1 | -2 | -7 | 0 | -7
53 | C[C@@H]1CN([C@H](C)CO)C(=O)c2cc(-c3ccc(F)cc3)cnc2O[C@H]1CN(C)CC1CCCC1 | 4 | -1 | -4 | 18
54 | O=C(C[C@H]1CC[C@H]2[C@@H](COC[C@H](O)CN2C(=O)c2ccncc2)O1)NCc1cc(F)cc(F)c1 | 0 | -30 | 2 | -1
55 | S=c1[nH]nc(-c2ccc(Br)cc2)n1Cc1ccccc1 | · | -5 | · | -6

item | esBAF inh | ERp5 inh | Casp6 inh | E-selectin induc
49 | -1 | 5 | 2 | ·
50 | 14 | · | · | ·
51 | -7 | -3 | -3 | -0.2
52 | -1 | -80 | 2 | 0.2
53 | -3 | 6 | 0 | 2.4
54 | -7 | 0 | 3 | -0.2
55 | · | 2 | 0 | 18

Some of the entries so far, as labelled records:
51) CCCC(=O)Nc1ccc2c(c1)OC[C@@H](C)N(CC1CCOCC1)C[C@H](C)[C@@H](OC)CN(C)C2=O
- PglD DTNB = -2
- ARNT TACC3 PPI = -14
- RAD54 branch = -2
- RAD52 inh = 10
- esBAF inh = -7
- ERp5 inh = -3
- Casp6 inh = -3
- E-selectin induc = -0.2

52) CCCNC(=O)C[C@H]1CC[C@@H]2[C@H](COc3ccc(NC(=O)CCC)cc3C(=O)N2C)O1
- PglD DTNB = -2
- ARNT TACC3 PPI = -7
- RAD54 branch = 0
- RAD52 inh = -7
- esBAF inh = -1
- ERp5 inh = -80
- Casp6 inh = 2
- E-selectin induc = 0.2

53) C[C@@H]1CN([C@H](C)CO)C(=O)c2cc(-c3ccc(F)cc3)cnc2O[C@H]1CN(C)CC1CCCC1
- PglD DTNB = 4
- ARNT TACC3 PPI = -1
- RAD54 branch = -4
- RAD52 inh = 18
- esBAF inh = -3
- ERp5 inh = 6
- Casp6 inh = 0
- E-selectin induc = 2.4

54) O=C(C[C@H]1CC[C@H]2[C@@H](COC[C@H](O)CN2C(=O)c2ccncc2)O1)NCc1cc(F)cc(F)c1
- PglD DTNB = 0
- ARNT TACC3 PPI = -30
- RAD54 branch = 2
- RAD52 inh = -1
- esBAF inh = -7
- ERp5 inh = 0
- Casp6 inh = 3
- E-selectin induc = -0.2

Screening results from PubChem.
